NS5 inhibitors: Dengue-2 NS5 methyltransferase inhibitors, primary screen, biochemical, confirmation dose response (AID 588689); Dengue-2 NS5 methyltransferase capping enzyme assay, biochemical; higher % means a stronger effect; hit rate 0.3% among 340,000; one-dose inhibition, % at 25 µM; IC50 in µM for titrated hits; in the data active means a potency from the dose series; inconclusive means inhibition above about 29% without an active follow-up result
Large T inhibition: SV40 large T antigen inhibitors, biochemical (AID 1903); SV40 large T antigen ATPase/helicase inhibition assay; higher % means a stronger effect; inhibition, % at 20 µM; hits with a dose series show IC50 in µM; hit rate 0.39% among 310,000; in the data active means a potency from the dose series; inconclusive means inhibition mostly from about 32% at the one dose, without a potency; inactive means the rest, 99 in 100 with inhibition below about 32%; further: strong numbers were not always called active
RSV CPE inhibition: inhibition of RSV-induced cytopathic effect – HEp-2 cells, primary 10 µM value included (AID 2391) | HEp-2 cells, RSV-induced CPE inhibition; higher % means a stronger effect | one-dose CPE inhibition, % at 10 µM; IC50 in µM for titrated hits | hit rate 0.13% among 310,000; in the data active means a potency from the dose series; inconclusive means CPE inhibition mostly from about 23% at the one dose, without a potency; inactive means the rest, 99 in 100 with CPE inhibition below about 21%; further: strong numbers were not always called active
West Nile virus CPE: inhibition of WNV-induced cytopathic effect – cell-based, CPE readout (AID 1621); CPE inhibition, % at 10 µM, or IC50 in µM where a hit was titrated; West Nile virus-infected cells, CPE inhibition; higher % means a stronger effect; hit rate 0.02% among 290,000; in the data active means a potency from the dose series; inconclusive means CPE inhibition mostly from about 3.7% at the one dose, without a potency; inactive means the rest, 99 in 100 with CPE inhibition below about 2.2%; further: strong numbers were not always called active
MgcRacGAP inhibition: MgcRacGAP GTPase-activating activity inhibitors, confirmation, biochemical, ADP Hunter fluorescence; AID 624330; MgcRacGAP-stimulated Rac1 GTP hydrolysis, ADP Hunter fluorescence; higher % means a stronger effect; GST-tagged Rac1 F28L mutant substrate; hit rate 0.6% among 340,000; one-dose inhibition, % at 30 µM; IC50 in µM for titrated hits;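 active means first-screen hits whose inhibition reached a set limit at any dose in the follow-up dose series; inconclusive means inhibition above the set first-screen limit but never retested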;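 further: fluorescence reports GDP produced by GAP-driven GTP hydrolysis; strong numbers were not always called active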
LYP inhibition: PTPN22 lymphoid phosphatase activity blockers – biochemical, fluorescence intensity, uHTS (AID 1779) | inhibition, % at 11.5 µM, or IC50 in µM where a hit was titrated | recombinant LYP phosphatase, fluorescence intensity; higher % means a stronger effect | hit rate 0.054% among 290,000; in the data active means inhibition above about 50%;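 further: plate controls were vehicle with enzyme for no effect and no enzyme for full effect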
ER stress rescue: protection against thapsigargin-triggered cell killing – 384-well, CSM14.1, ATP luminescence, primary screen (AID 1222); 190,000 tested, under 10 active; CSM14.1 thapsigargin-induced death rescue, ATP luminescence; higher % means a stronger effect; cellular ATP content (survival), % at 20 µM, or EC50 in µM where a hit was titrated;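 active means EC50 below 50 µM in the dose-response confirmation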;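 further: death triggered by thapsigargin at about 15 µM added after 2 h compound pretreatment; cell ATP read after overnight thapsigargin exposure of roughly 18 to 22 hours; normalized against plate controls of thapsigargin alone and 5% DMSO vehicle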
PhoP inhibition: PhoP-dependent GFP reporter repression – Salmonella Typhimurium, primary screen (AID 1863) | S. Typhimurium PhoP-regulated promoter GFP reporter, 4 h; higher % means a stronger effect | inhibition, % at 50 µM; hits with a dose series show IC50 in µM | hit rate 0.16% among 300,000;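 active means inhibition over 29.93%, a cutoff 3 SD above the screen mean, later confirmed by dose response; inconclusive means inhibition over 29.93% but no dose response follow-up; inactive means inhibition at most 29.93% or unconfirmed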;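 further: 0% = low Mg2+ inducing control and 100% = high Mg2+ repressing control; strong numbers were not always called active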
GPR35 antagonists: inhibition of zaprinast-stimulated GPR35 beta-arrestin translocation – imaging, U2OS, beta-arrestin-GFP, zaprinast agonist, primary screen (AID 2058); U2OS GPR35 beta-arrestin-GFP translocation imaging, zaprinast antagonism; higher % means a stronger effect; hit rate 0.052% among 290,000; inhibition, % at 10 µM, or IC50 in µM where a hit was titrated;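 active means inhibition of at least 50% with at least 30 cells and total cytoplasm GFP at most 10,000,000; inconclusive means under 30 cells or total GFP of 10,000,000 plus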
NS5 inhibitors pilot replicate: recorded beside NS5 inhibitors, whose call it bears; inhibition, %; measured here: pilot screen replicate inhibition
The depositor's hits bear a star; ? = inconclusive; nt = no result given.

SMILES | NS5 inhibitors | Large T inhibition | RSV CPE inhibition | West Nile virus CPE | MgcRacGAP inhibition | LYP inhibition | ER stress rescue | PhoP inhibition | GPR35 antagonists | others
CCOc1ccc(S(=O)(=O)Nc2nc3ccccc3nc2-n2ccc(=NC(=O)c3cccs3)cc2)cc1 | ? | 18.7% | 1.4% | -0.4% | 3.9% | -22.8% | 2.0% | -3.4% | 1.5%
COc1ccc(S(=O)(=O)N2CCSC2c2ccc(OC)c(OC)c2)cc1 (centres undefined) | -2.0% | -5.0% | 12.7% | -0.3% | 6.6% | 0.5% | -1.5% | -7.9% | -2.4%
CCN(CC)C(=O)Cn1cc(C(=O)C2CC2)c2ccccc21 | 2.2% | 24.2% | 1.3% | 0.0% | -2.0% | -3.2% | -0.6% | -0.4% | 20.6%
Cc1ccc(C(=O)Nc2cccc(C(=O)O)c2)cc1S(=O)(=O)N1CCCCC1 | -4.8% | 8.2% | 2.9% | 0.1% | 8.4% | -5.9% | -1.8% | -0.4% | 7.5%
O=C(NCc1ccco1)c1cccc(C(F)(F)F)c1 | -4.5% | 9.9% | 8.9% | -0.9% | 8.4% | -3.8% | -1.1% | -0.8% | -14.6%
O=C(Nc1ccc(F)cc1)C(NC1CCCCC1)c1ccccc1 (centres undefined) | 0.8% | 7.2% | 4.0% | -1.2% | 9.3% | -5.1% | -0.1% | -10.8% | -3.6%
O=c1cc(-c2cc3ccccc3o2)c2cc(O)ccc2o1 | -3.0% | 8.9% | 9.4% | 0.4% | 7.7% | -6.3% | nt | -5.3% | -1.1%
O=C(Cn1ccc2ccccc2c1=O)NCC(=O)Nc1ccc(F)cc1F | -5.3% | 1.0% | 1.4% | -0.1% | 4.1% | -5.9% | nt | 0.5% | 2.2%
Cc1oc(-c2ccc(Cl)cc2)nc1CN1CCCC(C(=O)N2CCOCC2)C1 (centres undefined) | -0.9% | 7.5% | 1.2% | -0.5% | 12.2% | -9.8% | nt | -7.7% | 11.9%
CCCOc1ccccc1C1NC(=O)NC(C)=C1C(=O)OCc1ccccc1 (centres undefined) | 0.0% | 8.1% | 17.4% | 0.1% | 1.5% | 4.9% | -3.3% | -9.6% | -5.5%
O=C(/C=C/c1ccco1)Nc1sc2c(c1C(=O)O)CCC2 | 2.0% | 55.5% | 4.0% | nt | 27.9% | -2.0% | -2.5% | -2.7% | -11.2%
O=C(NC1=NCCS1)C1CC2CCC1C2 (centres undefined) | 0.0% | nt | -0.1% | -0.2% | 5.2% | -5.0% | -1.3% | 5.5% | 23.6%
O=C(NCCS(=O)(=O)N1CCN(c2ccccc2F)CC1)c1cccc(Br)c1 | -9.1% | 10.6% | 2.7% | -0.5% | 8.6% | -9.3% | nt | -3.8% | -9.4%
COC(=O)N1N=C(c2ccccc2)CC1(O)C(F)(F)F (centres undefined) | -6.1% | 10.2% | 0.0% | -0.1% | 2.8% | -9.4% | -0.9% | 0.5% | 13.6%
Cc1ccc(NC(=O)N(C2CCCCC2)C(C)c2cccnc2)cc1C (centres undefined) | -3.5% | 0.5% | 0.9% | 0.1% | 13.3% | -7.0% | -0.2% | 6.9% | -5.8%
CC1(C)CN(c2cccc(C#N)c2)C1=O | 1.5% | 2.3% | -0.2% | -0.6% | 7.8% | -4.5% | -1.0% | 9.2% | 9.8%
O=[N+]([O-])c1ccccc1CNCCO | 12.4% | 8.6% | 1.6% | nt | 4.0% | nt | nt | nt | nt
O=C(N/N=C/c1ccsc1)C1CC1 | -3.1% | 14.3% | 1.8% | 0.1% | -1.7% | -3.5% | -2.0% | -4.3% | -9.9%
CCOc1ccccc1NC(=O)CC1NCCNC1=O (centres undefined) | 1.8% | -1.9% | 2.2% | 0.1% | 3.2% | -2.3% | 2.3% | -4.8% | 16.7%
O=C(Nc1ccc(S(=O)(=O)Nc2nccs2)cc1)C1CC(=O)N(c2ccccc2)C1 (centres undefined) | 5.1% | 6.3% | 2.7% | 0.2% | -11.3% | -3.9% | 1.2% | 5.1% | -7.3%
Cn1ncc(Br)c1C(=O)Nc1cccc(C(F)(F)F)c1 | -4.8% | 12.0% | 1.1% | -0.1% | 17.2% | -6.5% | nt | -5.2% | -11.9%
O=C(CSc1nnc(NC(=O)c2ccco2)s1)NCc1ccc2c(c1)OCO2 | 4.4% | -1.4% | -0.7% | -0.2% | 0.9% | -2.6% | 1.9% | -4.8% | 1.7%
C=CCNC(=O)CSc1nnc(-c2ccccc2Cl)n1-c1c(C)n(C)n(-c2ccccc2)c1=O | -7.2% | 12.3% | 1.7% | -0.2% | 7.9% | -8.9% | -0.4% | -4.1% | 4.4%
O=C(Nc1ccc2c(c1)OCO2)c1ccc(Cl)s1 | -2.0% | 7.0% | nt | -0.7% | 5.2% | -9.6% | -1.8% | 3.4% | -5.0%
Cc1ccc(OCC(=O)Nc2ccc(N3CCN(C(=O)c4ccco4)CC3)cc2)c(C)c1 | -0.7% | 0.4% | -1.9% | -0.7% | 5.0% | -3.1% | nt | 7.9% | 4.2%
CC(C)(O)C(=O)N/N=C\c1ccc(OC/C=C/c2ccccc2)cc1 | 0.0% | 6.8% | 2.2% | -0.2% | 3.0% | -5.9% | nt | 5.9% | -0.3%
CCc1ccc(NC(=O)CC2C(=O)N(c3ccc(C)cc3)C(=O)N2CCc2ccncc2)cc1 (centres undefined) | nt | 2.7% | 5.9% | -0.8% | 4.7% | -5.3% | 0.5% | 2.7% | -2.7%
COc1cccc(C(=O)C2CCCN(Cc3cccc(OCCO)c3)C2)c1 (centres undefined) | 3.9% | 1.9% | -0.1% | -0.9% | 6.8% | -8.0% | nt | 5.5% | -3.5% | NS5 inhibitors pilot replicate=-6.1
COc1ccc(OC)c(S(=O)(=O)NC2CCCCNC2=O)c1 (centres undefined) | -8.5% | -3.5% | 1.0% | -0.1% | 6.8% | -6.4% | nt | -5.3% | 9.2%
Cc1nc2nc(COc3ccccc3)[nH]n2c(=O)c1Cl | -5.6% | 12.5% | 0.1% | 0.4% | 0.0% | -1.7% | -4.4% | -19.4% | 10.4%
COc1ccc(-n2c(C)cc(C(=O)COC(=O)Cc3n[nH]c(=O)c4ccccc34)c2C)cc1 | 0.6% | 9.4% | 6.0% | -0.2% | 7.7% | 5.4% | -1.0% | 11.1% | -4.4%
CC(=O)Nc1ccc(S(=O)(=O)N(C)CC(=O)OC(C)C(=O)NC2CCCCC2)cc1 (centres undefined) | -5.1% | 18.7% | 0.9% | nt | 1.9% | nt | nt | 7.0% | nt
CCCn1c(N)c(N(CCOC)C(=O)c2cc3c(s2)CCCCC3)c(=O)[nH]c1=O | 1.3% | 25.6% | 1.1% | -0.3% | 2.3% | -6.6% | nt | 3.4% | 5.0%
Cc1ccc(S(=O)(=O)N2CCOC2CNC(=O)C(=O)NCCc2ccccc2)cc1 (centres undefined) | -2.4% | 16.9% | 2.4% | -0.5% | 10.6% | -3.0% | nt | -6.6% | 4.2%
COc1cc(/C=N/NC(=O)c2cc(-c3cccn3C)n[nH]2)cc(OC)c1OC | -2.0% | 11.6% | -2.1% | 1.4% | 6.0% | -1.4% | -1.6% | -17.0% | -1.4%
O=C1CC(c2ccco2)CC(O)=C1C=Nc1cc(Cl)ccc1Cl (centres undefined) | 1.3% | 24.9% | 0.9% | -0.3% | 16.1% | 0.1% | -5.2% | 16.7% | -7.5%
COc1ccc(-n2sc3c(c2=S)-c2cc(OC)ccc2NC3(C)C)cc1 | -2.8% | 9.2% | 41.0% | 0.4% | -3.3% | 15.0% | 0.6% | 8.8% | -4.6%
O=C(/C=C/c1ccco1)Nc1ccccc1N1CCCC1 | -2.7% | 4.0% | 1.1% | 0.5% | 2.1% | -4.4% | -0.5% | -6.3% | -8.9%
CCC(=O)OCC(=O)N=c1sccn1Cc1ccccc1Cl | -5.8% | 4.9% | 1.1% | -0.3% | 5.5% | -2.0% | nt | -4.0% | -2.4%
COC(=O)C1=CN(c2ccc(F)cc2)C=C(C(=O)OC)C1c1ccc([N+](=O)[O-])cc1 | 0.7% | 4.8% | 5.3% | -0.7% | 3.3% | -5.6% | nt | 5.6% | -14.3%
O=C(Nc1cccc2nsnc12)c1ccc(-c2cccc(Cl)c2)o1 | 15.9% | 9.3% | 1.8% | 0.0% | 8.1% | -3.4% | -1.1% | 5.1% | -6.2%
O=C(O)Cn1cc(C(=S)N2CCOCC2)c2ccccc21 | 1.6% | -10.9% | nt | -0.1% | 5.8% | 9.4% | -4.5% | -2.0% | -1.3%
CC1(C)NC(=O)N(CC(O)COc2ccc(-c3ccc(C#N)cc3)cc2)C1=O (centres undefined) | -9.6% | 14.8% | ? | -0.8% | 0.7% | -12.1% | -0.3% | -2.1% | -9.5%
C[C@]1(C(=O)O)C=C[C@@H](Cc2ccccc2)N1C(=O)c1ccccc1 | -1.6% | 3.2% | 3.2% | -0.3% | -7.1% | -4.9% | -3.1% | -3.5% | -0.4%
CCNc1nc(NCC)nc(C(=O)NN)n1 | -6.6% | 11.9% | 1.1% | 0.5% | 2.1% | 0.0% | -0.9% | 0.6% | -5.6%
Cc1cc(C)n(C(=O)COc2ccc(Cl)cc2Cl)n1 | -3.4% | 2.9% | 1.3% | 1.0% | -0.9% | -0.1% | 1.8% | 2.8% | -4.6%
COC(=O)c1sccc1NC(=O)CC1C(=O)NCCN1C(=O)Nc1ccc(F)cc1F (centres undefined) | 5.4% | -4.0% | 0.9% | 0.0% | -2.4% | -1.8% | nt | -10.6% | 10.3%
CC(=O)c1ccc(Oc2nc(-c3cccnc3)nc3ccccc23)cc1 | -3.9% | 5.4% | 5.5% | nt | 0.5% | 0.2% | 2.3% | -1.1% | -2.7%
CC(C)CC(=O)N1CCN(Cc2cccc(Cl)c2)CC1 | -7.7% | 7.0% | 1.9% | -0.3% | 24.0% | -10.0% | nt | -1.4% | 3.3%
CCCc1nnc(NC(=O)c2cccnc2)s1 | nt | 7.2% | 0.8% | 0.1% | nt | -3.4% | nt | -7.1% | -9.7%
Cc1ccc(C)c2sc(NC(=O)CN3C(=O)CCC3=O)nc12 | -5.4% | 10.8% | 3.3% | -0.1% | 10.9% | -7.3% | nt | -2.4% | -4.3%
N#Cc1nc(COc2cccc(Cl)c2)oc1NCc1ccco1 | -4.1% | 10.6% | -1.7% | 0.1% | 0.6% | -7.9% | -1.6% | 11.3% | 4.3%

Compound activity deposited in PubChem BioAssay by several laboratories.
